# Growth percent in the NCI-60 one-dose screen (48 h, 10 µM unless noted): 100 = growth as untreated, 0 = no growth, -100 = all killed.
# MDA-MB-435: MDA-MB-435 melanoma; actives 7.8% (n = 82,000)
# LOX IMVI: LOX IMVI melanoma. actives 7.4% (n = 79,000)
# SK-MEL-5: SK-MEL-5 melanoma; AID 1794755; actives 6.4% (n = 80,000)
# SK-MEL-28: SK-MEL-28 melanoma; actives 4.1% (n = 81,000)
# UACC-257: UACC-257 melanoma; actives 4.4% (n = 78,000); AID 1794764
# SK-MEL-2: SK-MEL-2 melanoma; actives 4.7% (n = 77,000); AID 1794763
# UACC-62: UACC-62 melanoma. actives 5.4% (n = 81,000). AID 1794756
# MALME-3M: MALME-3M melanoma; actives 5.8% (n = 78,000)
# Active calls of the source: *; x = not tested or not shown; & = joins results of further samples; [ ] = dose if it differs, or a comment. The calls were made as follows: active = growth percent below 10; inactive = the rest. Hits appear at their usual frequency, and some 13% of all compounds hit somewhere here.
SMILES,MDA-MB-435,LOX IMVI,SK-MEL-5,SK-MEL-28,UACC-257,SK-MEL-2,UACC-62,MALME-3M
COc1ccc(-n2nc3c(c2-c2cc(OC)c(OC)c(OC)c2)-c2oncc2CC3)cc1,82,81,82,96,104,93,77,89
O=C(CSc1nc2ccccc2c(=O)[nH]1)Nc1ccccc1C(=O)O,104,85,95,94,103,116,85,79
O=C(O)CCC(NC(=O)c1ccccc1C(=O)O)C(=O)O (configuration not stated),100,96,100,107,101,106,98,105
Oc1[nH]c2ccccc2c1N=Nc1nnc2n1N=C(c1ccccc1)CS2,94,93,96,97,80,88,100,103
C(=NNc1ncnc2ccccc12)c1cccnc1,101,100,101,102,112,114,95,97
COc1ccc(-c2csc(NC(=O)CN3CCN(c4cc(=O)[nH]c5ccc(F)cc45)CC3)n2)cc1,81,70,75,86,85,94,72,79
CCC(CC)c1ccccn1,103,102,110,111,82,136,103,111
CCN(CC)CCCC(C)N/C(c1cccc(OC)c1)=c1\c(=O)[nH]n(-c2c3ccccc3nc3ccccc23)c(=O)\c1=C(/NC(C)CCCN(CC)CC)c1cccc(OC)c1 (configuration not stated),-91*,-66*,-99*,-96*,-95*,-75*,-78*,-94*
Nc1nc(Cl)c2ncn(CCCCCB(O)O)c2n1,117,102,103,134,121,120,112,155
COc1cc(/C=N\NC(=S)Nc2ccc(S(=O)(=O)N3CCCCC3)cc2)cc(OC)c1OC,100,92,78,89,93,90,84,89
OC(c1cccc(C(F)(F)F)c1)c1cnccc1OC1CCCCCC1 (configuration not stated),87,76,37,88,55,90,60,76
FC(F)(F)c1ccc2nc(-c3nc(-c4ccccc4)n4ccccc34)[nH]c2c1,87,21,84,98,82,82,103,x
O=C(Nc1cccc(Cn2c(=O)[nH]c3ccc(Oc4ncccn4)cc3c2=O)c1)c1ccc(Cl)cc1,43,67,13,69,26,60,54,41
CCOC(=O)Cn1c(SCC(=O)Nc2nc3ccc(C)cc3s2)nc(-c2ccccc2)c(C#N)c1=O,83,83,99,87,107,107,79,92
NC(C(=O)O)c1ccc(CBr)cc1 (configuration not stated),103,98,104,114,93,108,102,108
Nc1nc(=S)[nH]c(N)c1N=O,103,95,105,111,x,99,104,93
CCOC(=O)Cn1c(O)c(N=Nc2ccc(S(N)(=O)=O)cc2)c2cc(Br)ccc21,92,86,88,85,96,89,83,79
CC(=O)c1ccc(-c2cn3ccnc3c(-c3ccc4ncn(C5CCCCC5)c4c3)n2)cc1,94,85,75,102,105,99,81,97
COC(=O)[C@]12CCC(C)(C)C[C@H]1C1=CC[C@@H]3[C@@]4(C)C=C(N5CCOCC5)C(=O)C(C)(C)[C@@H]4CC[C@@]3(C)[C@]1(C)CC2,94,66,90,100,98,105,73,118
CCOc1ccccc1N=C1NC(=O)CS1,105,98,101,109,98,113,92,113
C[C@@H]1C(=O)N(C[C@H](Cc2ccccc2)N(Cc2ccccc2)Cc2ccccc2)[C@]1(Cc1ccccc1)C(=O)OC(C)(C)C,76,63,45,92,45,x,61,88
Oc1c(-c2nnc(-c3ccccc3)o2)sc2nnc(-c3ccccc3)c(-c3ccccc3)c12,78,66,71,85,100,106,51,83
C/C(=N\OC(=O)Nc1ccccc1)c1ccccc1,95,110,96,101,102,111,94,107
CCCCC(O)(CCCC)C(C)(C)C,107,100,99,99,97,104,94,101
Cc1ccnc2nc(C(=O)OCC(=O)Nc3ccc(-c4ccccc4)cc3)nn12,107,99,105,110,x,77,116,115
COc1ccc(C2CC(=O)c3c(O)cc(OC4OC(CO)C(O)C(O)C4OC4OC(C)C(O)C(O)C4O)cc3O2)cc1O (configuration not stated),105,100,111,111,106,102,x,103
Clc1ccc(-c2nc(-c3ccc(-c4nc5ccccc5[nH]4)cc3)no2)cc1,102,90,98,114,100,107,96,97
Cc1ccc(Nc2ccnc(Nc3ccc(-c4nnc(N)s4)cc3)n2)c(C)c1,108,93,101,104,109,91,96,87
O=C1c2ccccc2-c2ccc(Sc3ccc4c5c(cccc35)C(=O)c3ccccc3-4)c3cccc1c23,104,106,96,117,106,97,101,102
O=C(OCc1ccc2c(Cl)cc(Cl)c(O)c2n1)c1cc2cc(F)ccc2[nH]1,62,37,25,x,60,70,46,70
Cc1ccc2nc(NC(=O)CSc3nc(Nc4ccc(Cl)cc4)c(C#N)c(-c4ccccc4)n3)sc2c1,90,89,92,99,88,93,79,84
O=C(Cn1c(=O)sc2nc3ccccc3nc21)Nc1ncc(Cc2ccc(Cl)cc2)s1,87,96,95,115,84,100,70,109
OCCN1CSC(=S)NCCNC(=S)SC1,113,99,x,107,91,101,87,111
Cc1cc2c(C(C)C)c(O)c(O)c(C(=O)C(=O)NC3CCCCC3)c2c(O)c1-c1c(C)cc2c(C(C)C)c(O)c(O)c(C(=O)C(=O)NC3CCCCC3)c2c1O,103,88,97,105,80,x,111,107
COc1ccc(OC)c(/C=C2\COc3ccc(O)c(O)c3C2=O)c1,12,-63*,x,49,49,77,29,-5.3*
O=C1CCC/C=C\C[C@H]2C=C(Cl)C(=O)/C2=C/C[C@H](CCCCC(F)(F)F)OC(=O)CCC/C=C\C[C@H]2C=C(Cl)C(=O)/C2=C/C[C@H](CCCCC(F)(F)F)O1,-14*[7.5 µM],-80*[7.5 µM],-94*[7.5 µM],-53*[7.5 µM],-55*[7.5 µM],-45*[7.5 µM],x,-18*[7.5 µM]
NC(=S)CN1CCOCC1,111,104,106,106,117,x,99,110
COc1cccc(C2=C(Br)C(=O)c3nc(C)ccc3C2=O)c1,52,31,34,50,79,73,47,75
COc1cc2c(cc1-c1c(C)noc1C)ncc1nc(C3CCOCC3)n([C@H](C)COC(F)F)c12,41,13,x,56,32,67,18,72
Cn1cc(-c2nn3cc(-c4nccs4)nc3s2)c2cc(Cl)ccc21,101,98,100,101,99,105,92,91
C=CCOCCN,108,104,102,114,105,113,104,109
CC(C)(O)c1ccccc1CC[C@@H](SC1(CC(=O)O)CC1)c1cccc(/C=C/c2ccc3ccc(Cl)cc3n2)c1,100,104,102,117,103,x,100,93
COc1ccc(C2c3[nH]c4ccc(Cl)cc4c3CCN2c2oc(CO)nc2C#N)cc1 (configuration not stated),15,24,30,60,68,82,39,72
N#C/C(=C\c1ccc(-c2ccc(Cl)cc2Cl)o1)c1ccc(F)cc1,94,88,96,102,104,x,71,99
N#Cc1c(-c2ccccc2)c(C#N)c(=O)n(-c2nccs2)c1N,98,94,97,98,100,100,94,90
O=c1[nH]c(-c2ccccc2)nc2sc3cc(O)ccc3c12,86,83,86,94,109,103,74,74
Cn1c(=O)c2nc(NCC3CCCCC3)sc2n(C)c1=O,108,94,115,116,115,108,101,x
CN(C)c1ccc(Cc2cc(-c3ccccc3)nn(Cc3ccccc3)c2=O)cc1,76,97,90,97,80,87,66,81
COc1ccc(Cn2cc3c(c2-c2cc(OC)c(OC)c(OC)c2)CCCc2cnoc2-3)cc1,-48*,36,22,64,81,55,34,58
O=C(CSc1nc2ccccc2c(=O)[nH]1)Nc1cccc(C(=O)O)c1,98,87,102,126,89,96,92,100

# Carrying on.
SMILES,MDA-MB-435,LOX IMVI,SK-MEL-5,SK-MEL-28,UACC-257,SK-MEL-2,UACC-62,MALME-3M
CCCCOc1ccc(NCS(=O)O)cn1,102,92,105,101,103,101,100,95
CCN(CC)CC(O)CN1CCN(c2cccc(Cl)c2)CC1 (configuration not stated),x,77,103,115,112,120,114,116
CC(C)Nc1ccc(Nc2ccc(NC(C)C)cc2)cc1,51,40,33,51,24,70,37,36
NC(=S)N/N=C/c1ccc2c(c1)OCO2,106,99,97,107,97,106,103,93
Cc1ccc(-c2csc(NC(=O)CSc3nc(-c4ccccc4)cc(=O)[nH]3)n2)cc1,106,96,87,97,100,89,70,94
Clc1ccc(Nc2nc3ccccc3s2)cc1,87,47,85,x,78,74,30,101
COC(=O)[C@]12CC[C@@H](C)[C@H](C)[C@H]1[C@H]1C(=O)C[C@@H]3[C@@]4(C)CCC(=O)C(C)(C)[C@@H]4CC[C@@]3(C)[C@]1(C)CC2,84,81,59,84,57,65,54,93
O=C1NC(=O)C(c2ccccc2)N1 (configuration not stated),94,100&101,106&101,110&100,105&102,104&107,101&96,105&106
O=C1CC2CC=CCN2C=C1NC(=O)c1ccc2ccccc2c1 (configuration not stated),99,106,101,105,83,101,108,103
O=C(CN1CCOCC1)Nc1ccc2ncnc(Nc3ccc(Oc4cccc(F)c4)c(Cl)c3)c2c1,85,80,69,83,89,94,77,88
COC1=C(OC)C(=O)C(CCCCCCCCCCO)=C(C)C1=O,-51*,12,45,102,46,50,59,87
C[C@]1(C(=O)O)CC2CCC1C2 (some centres not stated),104,100,99,115,106,94,115,x
CCOC(=O)c1csc(NC(=O)c2ccc(N3CCCCC3)c([N+](=O)[O-])c2)n1,94,101,101,101,94,112,93,98
Clc1ccc(/C=N/Nc2nc3ccccc3s2)cc1,102,97,103,109,104,116,108,87
COc1ccc(Nc2[nH]n3c(=O)cc(-c4ccccc4)nc3c2C(=O)Nc2ccccc2)c(OC)c1,97,99,95,96,96,112,71,114
CNc1ccc(NC)c2c1C(=O)c1ccccc1C2=O,110,85,94,102,85,98,88,120
COc1ccc2c(c1)OC(N)=C(C#N)C2c1cc(OC)c(OC)c(OC)c1 (configuration not stated),-17*,13,-46*,63,68,27,39,27
C=C1C(=O)O[C@H]2[C@H]1CC/C(COC(=O)CCC(=O)NCCOCCOCC(=O)Nc1ccc(OC)c(C(N)=O)c1O)=C\CC[C@@]1(C)O[C@@H]21,98,88,102,93,78,90,89,93

# High-throughput results: PubChem BioAssay, NCI
